Bioassay records: PubChem BioAssay, National Center for Advancing Translational Sciences (NCATS)
Luciferase inh = Firefly luciferase inhibition profiling of diverse chemical library using quantitative high-throughput screening; Luciferin 4-monooxygenase (Photinus pyralis), P08659; purified P. pyralis luciferase, luminescence, biochemical; Potency, µM (titrated, usually from 115 µM), without a hit: top-dose activity change, negative = inhibition, most hits filed as inhibitors; hit rate 2.5% among 76,000; AID 1347043, 2019; further: potency means the concentration at half of the fitted maximal effect; nearly all actives have a fitted effect of over 65% in size
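Luminescence read by CCD imager after adding enzyme (10nM final) to wells holding compound, titrated in qHTS. Substrates 10uM each D-luciferin and ATP; buffer 50mM Tris acetate pH 7.5, 10mM Mg acetate, Tween-20, BSA.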
HEK293 viab = GF-AFC viability counterscreen for inhibitors of alpha-synuclein gene (SNCA) expression; HEK-293-SNCA-luc viability, GF-AFC fluorescence, 24 h; hit rate 0.12% among 150,000; Potency, µM (top dose mostly 57.1 µM), for inactives: top-dose activity change, negative = cytotoxicity, most hits filed as cytotoxic; AID 1671193, 2021;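 further: potency means the concentration at half of the fitted maximal effect; 0% = DMSO-treated cells and -100% = medium-only wells without cells; nearly all actives have a fitted effect of over 30% in size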
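HEK-293-SNCA-luc cells (1500/well) plated 24 h, then exposed 24 h to a dilution series; GF-AFC added 30 min at 37C, fluorescence 405/540 nm; normalised to medium-only and DMSO wells, Hill fit.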
IP6K1 inh = Primary qHTS assay for small molecule inhibitors of Inositol hexaphosphate kinase 1 (IP6K1); AID 1645851, 2021; hit rate 0.81% among 140,000; Inositol hexakisphosphate kinase 1 (Homo sapiens), Q92551; activity change, % (series mostly up to about 58 µM); IP6K1 kinase, ADP-Glo luminescence, 2 h; stronger effect = lower value; in the data active means activity change below about -25%
Target sequence (Q92551 whole entry, looked up): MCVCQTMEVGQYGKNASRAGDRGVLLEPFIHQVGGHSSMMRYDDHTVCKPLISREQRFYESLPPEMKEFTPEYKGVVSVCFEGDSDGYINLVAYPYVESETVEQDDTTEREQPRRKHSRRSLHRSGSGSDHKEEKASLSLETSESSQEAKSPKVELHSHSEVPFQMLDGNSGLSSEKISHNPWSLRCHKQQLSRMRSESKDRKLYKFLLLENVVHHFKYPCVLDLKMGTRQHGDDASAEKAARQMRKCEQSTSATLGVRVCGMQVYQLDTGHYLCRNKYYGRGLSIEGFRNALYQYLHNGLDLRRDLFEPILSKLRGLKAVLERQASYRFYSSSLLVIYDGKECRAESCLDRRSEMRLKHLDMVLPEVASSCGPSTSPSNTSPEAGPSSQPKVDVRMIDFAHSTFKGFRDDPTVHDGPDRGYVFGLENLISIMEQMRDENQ
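ADP-Glo luminescence measures ADP made by human IP6K1 during a 2 h RT reaction with ATP/IP6 (mix at 1.3 mM/130 uM); top library doses 57.5 and 19.1 uM final.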
HEK cytotox = Cytotoxic Profiling in HEK 293 Cell Line of Diverse Libraries Using Quantitative High-Throughput Screening. HEK 293 viability, ATP luminescence (CellTiter-Glo), 48-72 h. Potency, µM (series often up to 115 µM), for inactives: top-dose activity change, negative = cytotoxicity, actives largely listed as inhibitors. hit rate 6.6% among 94,000; further: potency means the concentration at half of the fitted maximal effect; nearly all actives have a fitted effect of over 60% in size
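Luminescence from cellular ATP, measured with CellTiter-Glo, indicates HEK 293 viability. Cells plated at 250 cells/well are treated with compound for 48 or 72 hr at 37 degree Celsius before reagent addition.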
NIH3T3 tox = Cytotoxic Profiling in NIH 3T3 Cell Line of Diverse Libraries Using Quantitative High-Throughput Screening; NIH 3T3 viability, CellTiter-Glo ATP luminescence, 48-72 h; Potency, µM (doses to about 96.7 µM), for inactives: top-dose activity change, negative = cytotoxicity, hits mostly inhibitors; hit rate 4.3% among 94,000; further: potency means the concentration at half of the fitted maximal effect; nearly all actives have a fitted effect of over 55% in size
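Cells were seeded at 400 per well, treated with pin-transferred compound, and kept 48 or 72 hr at 37 °C before CellTiter-Glo addition and luminescence imaging of cellular ATP.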
GPT2 inhibitor = Primary qHTS assay for inhibitors of Glutamate pyruvate transaminase 2 (GPT2); Recombinant GPT2, coupled pyruvate oxidase/HRP Amplex Red fluorescence; hit rate 0.25% among 100,000; Alanine aminotransferase 2 (Homo sapiens), Q8TD30; Potency, µM (highest dose often 57.7 µM), for the others: at the highest dose activity change, negative = inhibition, usual class: inhibitors; further: potency means the concentration at half of the fitted maximal effect; nearly all actives have a fitted effect of over 60% in size; many of its hits are not listed in these tables
Target sequence (Q8TD30 whole entry, looked up): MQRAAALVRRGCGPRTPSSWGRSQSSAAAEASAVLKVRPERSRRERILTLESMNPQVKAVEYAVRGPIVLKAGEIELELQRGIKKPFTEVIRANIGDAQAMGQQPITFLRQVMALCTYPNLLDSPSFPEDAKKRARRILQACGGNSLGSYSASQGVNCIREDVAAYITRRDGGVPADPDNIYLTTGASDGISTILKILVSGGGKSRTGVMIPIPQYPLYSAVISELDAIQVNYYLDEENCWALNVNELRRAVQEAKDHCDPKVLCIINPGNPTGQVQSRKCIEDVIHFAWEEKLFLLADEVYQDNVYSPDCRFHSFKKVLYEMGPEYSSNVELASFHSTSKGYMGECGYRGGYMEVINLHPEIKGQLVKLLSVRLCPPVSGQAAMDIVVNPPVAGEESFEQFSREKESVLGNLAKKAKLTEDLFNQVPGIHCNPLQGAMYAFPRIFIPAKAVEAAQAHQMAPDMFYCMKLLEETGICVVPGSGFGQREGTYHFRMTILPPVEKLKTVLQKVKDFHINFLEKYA
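Recombinant GPT2 (10ng/uL) with 250uM a-KG and 2mM L-alanine, 30 min at room temperature, in HEPES pH 7.5 buffer. Pyruvate detected by pyruvate oxidase/HRP/Amplex Red fluorescence after 30 min in the dark; AOA (50uM) as positive control.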
SNCA expr inh = Primary qHTS assay for inhibitors of alpha-synuclein gene (SNCA) expression | HEK-293 SNCA-luciferase knock-in, luminescence, 24 h | Potency, µM (series often up to 57.2 µM), without a hit: at the highest dose activity change, negative = inhibition, most hits filed as inhibitors | hit rate 0.17% among 140,000;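 further: potency means the concentration at half of the fitted maximal effect; plate controls were DMSO cells for no effect and cell-free wells for full effect; nearly all actives have a fitted effect of over 45% in size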
Active calls of the source: *; i = inactive; ? = inconclusive; . = not tested or not shown; [ ] = remark or other dose. Unless noted, the call rests on the fitted dose curve; in most records, active means well fitted curve in the direction sought with a large enough effect; inconclusive means small, poorly fitted or top-dose-only effect, or another doubt; inactive means no such curve, though single readings can be large; an effect the other way counts as inactive or inconclusive. Unless noted, on the % scale 0 is the no-effect control and ±100 the full control effect.

structure,Luciferase inh,HEK293 viab,IP6K1 inh,HEK cytotox,NIH3T3 tox,GPT2 inhibitor,SNCA expr inh
O=C(CC1CCCC1)N1C[C@@H](CO)[C@H](c2nc(-c3ccncc3)no2)C1,6%,3%,-12,-15%,-15%,i,-20%
Cc1cc(C)n(-c2cccc(CN3CCN(C4CCNC4)CC3)c2)n1 (centres undefined),-13%,-3%,9,i,i,?,1%
Cc1ccc(-c2nnc(Nc3cccc(Cl)c3)c3ccccc23)cc1S(=O)(=O)NCC1CCCO1 (centres undefined),.,-7%,-21,.,.,.,9%
COc1ccc(-c2cn3cc(C(=O)NCC(F)(F)F)nc3s2)cc1,.,-25%[87.6 µM],-7,?,?,2%[88.5 µM],53%[activator][87.6 µM]
CNC(=O)N1C[C@@H](CN(C)C)[C@H](NC(=O)c2ccco2)C1,-1%,4%,0,0%,i,i,8%
Cc1nnc2ccc(N3CCN(C(=O)Nc4ccccc4F)CC3)nn12,.,.,2,-1%,?,.,.
COc1ccc(CCC(=O)N(C)C2CCc3nnc(C)n3CC2)cc1OC (centres undefined),-12%,12%,-8,-4%,-9%,i,0%
CCC(C)/C=C(C)/C=C/C1=CC2=C(Cl)C(=O)C(C)(OC(C)=O)C(=O)C2=CN1C(CC(=O)O)C(=O)O (centres undefined),.,-23%[23.9 µM],-2,.,.,i,.
Oc1ccc(Nc2nc(-c3ccc(Cl)cc3)cs2)cc1,.,-19%,-32*,.,.,?,.
COc1ccc(CN2CCC3(C2)C(=O)N(C)c2ccccc23)cc1 (centres undefined),6%[172 µM],-11%[87.6 µM],8,?,?,5%[88.5 µM],-25%[87.6 µM]
CCN(CC)Cc1cnc2c(C(=O)NCc3ccsc3)cnn2c1,8%,9%,15,-8%,-17%,?,-6%
Cc1nc2cc(N3CCCC(C(=O)NCCN4CCCCCC4)C3)cnc2nc1C (centres undefined),-7%,12%,-5,0%,-10%,-3%,7%
CC(C)(C(=O)NCc1ccc(OC(F)(F)F)cc1)C1CCOCC1,-8%,8%[12.5 µM],-4,?,-11%,i,2%
OCC1(Cc2ccccc2)CCCN(Cc2cnn(-c3cccc(Cl)c3)c2)C1 (centres undefined),0%,10%,-1,79µM*,79µM*,-15%,-4%
COc1ccc(CN2CCCC3(CC(C(C)C)=NO3)C2)cc1 (centres undefined),.,5%,-2,-6%,-14%,i,3%
COc1cc(NC(=O)Cn2c(N(C)Cc3ccccc3)nc(C)cc2=O)cc(OC)c1,0%,?,-10,16µM*,?,-15%,?
COCCNC(=O)c1sc2ncccc2c1-n1c(C)ccc1C,.,3%,33,.,.,.,0%
CC(=O)O[C@@H]1C(O)C[C@@]2(C)C(CC[C@@H](C)C23Cc2c(O)cc4c(c2O3)CNC4=O)C1(C)C (some centres undefined),.,-8%[23.9 µM],17,.,.,i,.
COc1ccc(C(=O)Nc2cnc(-c3ccc(Cl)cc3)nc2)cc1,?,9%,0,?,i,i,44%[activator]
CCCC(=O)N1CCC2(CC1)C(=O)N(C)c1ccccc12,9%,9%,-7,-8%,-5%,i,19%
Cc1ccc(C)c(NC(=O)Cn2c(C)cc3nc4n(c(=O)c32)CCCCC4)c1,4%,-11%,13,4%,-24%,i,-2%
Cc1nc(N)ncc1C(=O)N1CC[C@@H]2[C@@H](CCC(=O)N2CCCO)C1,-4%,21%,-1,-9%,-2%,2%,?
C/C=C(/C)C(=O)O[C@H]1C[C@]2(C)O[C@@H]2[C@@H](OC(C)=O)[C@@]2(C)CC[C@@](O)(C(C)C)[C@H]12,.,14%,5,.,.,i,.
Cc1cccc(OCC2(CNCC(C)C)C[C@@H](O)[C@@H](O)C2)n1 (some centres undefined),-8%[172 µM],9%[87.6 µM],3,-7%[172 µM],-2%[138 µM],0%[88.5 µM],1%[87.6 µM]
Cc1cccc(C)c1NC(=O)CN(C)S(=O)(=O)c1ccc2[nH]c3c(c2c1)CCCC3,.,-3%,-26*,.,.,.,-16%
COc1cc(OC)c(NC(=O)Cn2nc3n(c2=O)CCCCC3)cc1Cl,2%,5%,-1,6%,-10%,-9%,-29%
CC(=O)NCCCC(=O)N1CCOC2(CCN(C(=O)c3ccccc3)CC2)C1,.,2%,-11,-18%,i,-13%,-20%
COCC(=O)Nc1ccc(-c2noc([C@@H]3CCCN3CC(C)C)n2)cn1,-7%[172 µM],-12%[87.6 µM],21,?,-4%[174 µM],0%[88.5 µM],10%[87.6 µM]
Cc1ccsc1CN1CCc2[nH]nc(C(=O)N(C)C)c2C1,-19%,10%,2,-2%,i,i,26%
Cc1coc2cc3oc(=O)c(CC(=O)NCCc4ccccc4)c(C)c3cc12,.,2%,-10,.,.,.,-8%

Arranged by SMILES length (descending): part of the list above.
structure,Luciferase inh,HEK293 viab,IP6K1 inh,HEK cytotox,NIH3T3 tox,GPT2 inhibitor,SNCA expr inh
CC(=O)NCCCC(=O)N1CCOC2(CCN(C(=O)c3ccccc3)CC2)C1,.,2%,-11,-18%,i,-13%,-20%
COc1ccc(CN2CCC3(C2)C(=O)N(C)c2ccccc23)cc1 (centres undefined),6%[172 µM],-11%[87.6 µM],8,?,?,5%[88.5 µM],-25%[87.6 µM]
CCCC(=O)N1CCC2(CC1)C(=O)N(C)c1ccccc12,9%,9%,-7,-8%,-5%,i,19%

The list goes on.
structure,Luciferase inh,HEK293 viab,IP6K1 inh,HEK cytotox,NIH3T3 tox,GPT2 inhibitor,SNCA expr inh
CCC1(C(=O)NCc2ccc(Cl)cc2)CCCCC(=O)N1 (centres undefined),-1%,-1%,11,5%,2%,i,5%
CC(C)(C)OC(=O)N1CC(c2ccccc2)C1,.,2%[87.6 µM],-10,-11%[172 µM],-10%[138 µM],i,93%[activator][87.6 µM]
COc1ccc(NC(=O)c2ccc3c(c2)OCCN(CCC(F)(F)F)C3)cc1F,9%[172 µM],-10%[87.6 µM],1,?,?,4%[88.5 µM],30%[87.6 µM]
Cc1cc(C)c2c(CC(=O)Nc3ccc(S(=O)(=O)N4CCCC(C)C4)cc3)coc2c1 (centres undefined),.,2%,-11,.,.,.,?
O=C(CSc1ncc2c(n1)-c1cc(Cl)ccc1N(Cc1ccccc1)S2(=O)=O)Nc1ccc(F)cc1F,.,5%,-15,.,.,.,-5%
COc1ccc(C(=O)N2CC[C@@H]3COCCN(Cc4ccncc4)[C@@H]3C2)c(OC)c1,.,-4%,12,-19%,-7%,-1%,3%
O=C1/C(=C/c2ccsc2)CC/C1=C\c1cccs1,.,10%,.,.,.,-9%,-9%
C[C@H]1[C@@H]2[C@H]3OC(=O)[C@@H](C)[C@@H]3CC[C@@]2(C)CC[C@@H]1NC(=O)C1CCCCC1,0%[172 µM],-14%[87.6 µM],8,100µM*,?,-7%[88.5 µM],-16%[87.6 µM]
CN1CC(=O)N(c2cccc(F)c2)Cc2c1ncnc2N1CCC(F)CC1,.,8%,2,1%,-20%,i,2%
COc1ccc(-c2cccc(C(=O)N3CCC(Cc4ccccc4)CC3)c2)nn1,.,.,16,?,?,.,.
CN1[C@@H](CCC(=O)NCc2ccccc2)CNC(=O)[C@@H]2[C@H]1CCN2Cc1ncc[nH]1,-1%[172 µM],2%[87.6 µM],36,?,-20%[174 µM],-27%[88.5 µM],?
COc1cc(NC(=O)NCC2CCN(Cc3ccccc3Cl)CC2)cc(OC)c1OC,.,4%,10,.,.,.,20%
O=c1n(-c2ccncc2)nc2n1CCN(Cc1ccc(F)cc1)C2,-14%[172 µM],-9%[87.6 µM],2,?,?,3%[88.5 µM],3%[87.6 µM]
COc1ccc(NC(=O)c2c(NCc3ccc(C)o3)sc3c2CCC(C)C3)cc1 (centres undefined),.,-5%,3,.,.,.,-3%
CC(C)N[C@H]1CC(C)(C)[C@@H]2C[C@@](C)(O)CC[C@]12CCC(=O)NCCc1c[nH]c2ccccc12,-2%,-11%,2,?,?,i,19%
COc1ccc(C2CC(=O)c3c([nH]c(C(=O)OC4CCCC4)c3C)C2)cc1OC (centres undefined),.,-1%,8,.,.,.,-6%
COc1cc(C2c3c(-c4cc(C)ccc4O)n[nH]c3C(=O)N2Cc2cccnc2)cc(OC)c1OC (centres undefined),.,-25%,-8,.,.,.,-10%
CCN(CC)CCNC(=O)c1c(-c2ccccc2)cc(=O)n2c1CCC2,.,-1%,13,-7%,-21%,i,36%[activator]
CC(C)CCN1CCC(N2CCN(C(=O)C3CCC3)CC2)C1=O (centres undefined),1%,4%,18,-2%,-4%,4%,0%
Cc1c(C(=O)N(C)C)sc2c1c(=O)n(-c1ccc(Cl)c(Cl)c1)c(=O)n2CC(=O)C(C)(C)C,.,13%,17,.,.,.,?
Cc1c(C(=O)N(Cc2ccccc2F)C2CCS(=O)(=O)C2)oc2ccccc12 (centres undefined),.,-22%,-61*,.,.,.,7%
CS(=O)(=O)N1CCc2nc(-c3ccc(Cl)cc3)[nH]c2C1,-22%,13%,-21,-14%,-19%,4%[11.5 µM],66%[activator]
O=C(NC1C[C@H]2CC[C@@H](C1)N2C(=O)C1CCOCC1)c1ccncc1 (some centres undefined),-1%,4%,19,i,i,-28%,8%
COc1ccc2nccc(C(=O)CC[C@@H]3CCN(CC#Cc4cc(F)cc(F)c4F)C[C@@H]3C(=O)O)c2c1,.,-8%,-22,.,.,2%,.
O=C(NCCc1ccccc1)C1CCN(c2nc3ccccc3nc2C(F)(F)F)CC1,.,7%,-1,.,.,.,2%
COc1cc(=O)n2c(c1C(=O)Nc1ccc(Cl)c(F)c1)CCCC2,0%,-6%,-7,-16%,-4%,i,-11%

This is a subset; rates above refer to the full screens.
